# Screening results: PubChem, several laboratories
# PfHsp40 rescue: rescue of PfHsp40-mediated yeast toxicity; growth rescue, % at 12.5 µM; AID 504582; S. cerevisiae expressing PfHsp40, growth rescue, ATP luminescence; hit rate 0.68% among 340,000; in the data active = growth rescue above about 28%, passing the limit was not always enough;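 also: yeast W303a lacking pdr1 and pdr3 grown in galactose medium; growth measured after three days at 30 °C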
# Mtb FBA inh: inhibits M. tuberculosis FBA enzyme. P9WQA3. purified M. tuberculosis FBA, fluorescence read-out. inhibition, % at 1 µM. hit rate 2.3% among 360,000; in the data active = inhibition above about 27%;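 also: 0% = vehicle and 100% = reference inhibitor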
# Mtb BioA inh: inhibitors of Mycobacterium tuberculosis BioA enzyme; purified M. tuberculosis BioA enzyme, plate reader; inhibition, % at 9.99 µM; hit rate 0.096% among 360,000; in the data active = inhibition above about 40%
# GDH-TPI inh: counter-screen for M. tuberculosis FBA inhibitors: GDH-TPI coupled enzymes. GDH-TPI coupled enzyme counterscreen, NADH absorbance. inhibition, % at 4.8 µM. hit rate 1.2% among 360,000; in the data active = inhibition above about 30%;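 also: 0% = DMSO wells and 100% = wells lacking the enzyme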
# Yp Topo-I inh: Y. pestis Topo-I inhibition via cleavage products | Y. pestis Topo-I cleavage product accumulation, plate reader | activity, % at 10 µM | hit rate 0.064% among 360,000; in the data active = activity above about 50%, passing the limit was not always enough; also: inactives centre near 2
# TcdB GH inh: inhibitors of Clostridioides difficile toxin B glycohydrolase | P18177 | TcdB glycohydrolase enzymatic assay, plate reader | inhibition, % at 9.99 µM | hit rate 0.24% among 350,000; in the data active = inhibition above about 10%
# Target sequence (P18177 whole entry, looked up): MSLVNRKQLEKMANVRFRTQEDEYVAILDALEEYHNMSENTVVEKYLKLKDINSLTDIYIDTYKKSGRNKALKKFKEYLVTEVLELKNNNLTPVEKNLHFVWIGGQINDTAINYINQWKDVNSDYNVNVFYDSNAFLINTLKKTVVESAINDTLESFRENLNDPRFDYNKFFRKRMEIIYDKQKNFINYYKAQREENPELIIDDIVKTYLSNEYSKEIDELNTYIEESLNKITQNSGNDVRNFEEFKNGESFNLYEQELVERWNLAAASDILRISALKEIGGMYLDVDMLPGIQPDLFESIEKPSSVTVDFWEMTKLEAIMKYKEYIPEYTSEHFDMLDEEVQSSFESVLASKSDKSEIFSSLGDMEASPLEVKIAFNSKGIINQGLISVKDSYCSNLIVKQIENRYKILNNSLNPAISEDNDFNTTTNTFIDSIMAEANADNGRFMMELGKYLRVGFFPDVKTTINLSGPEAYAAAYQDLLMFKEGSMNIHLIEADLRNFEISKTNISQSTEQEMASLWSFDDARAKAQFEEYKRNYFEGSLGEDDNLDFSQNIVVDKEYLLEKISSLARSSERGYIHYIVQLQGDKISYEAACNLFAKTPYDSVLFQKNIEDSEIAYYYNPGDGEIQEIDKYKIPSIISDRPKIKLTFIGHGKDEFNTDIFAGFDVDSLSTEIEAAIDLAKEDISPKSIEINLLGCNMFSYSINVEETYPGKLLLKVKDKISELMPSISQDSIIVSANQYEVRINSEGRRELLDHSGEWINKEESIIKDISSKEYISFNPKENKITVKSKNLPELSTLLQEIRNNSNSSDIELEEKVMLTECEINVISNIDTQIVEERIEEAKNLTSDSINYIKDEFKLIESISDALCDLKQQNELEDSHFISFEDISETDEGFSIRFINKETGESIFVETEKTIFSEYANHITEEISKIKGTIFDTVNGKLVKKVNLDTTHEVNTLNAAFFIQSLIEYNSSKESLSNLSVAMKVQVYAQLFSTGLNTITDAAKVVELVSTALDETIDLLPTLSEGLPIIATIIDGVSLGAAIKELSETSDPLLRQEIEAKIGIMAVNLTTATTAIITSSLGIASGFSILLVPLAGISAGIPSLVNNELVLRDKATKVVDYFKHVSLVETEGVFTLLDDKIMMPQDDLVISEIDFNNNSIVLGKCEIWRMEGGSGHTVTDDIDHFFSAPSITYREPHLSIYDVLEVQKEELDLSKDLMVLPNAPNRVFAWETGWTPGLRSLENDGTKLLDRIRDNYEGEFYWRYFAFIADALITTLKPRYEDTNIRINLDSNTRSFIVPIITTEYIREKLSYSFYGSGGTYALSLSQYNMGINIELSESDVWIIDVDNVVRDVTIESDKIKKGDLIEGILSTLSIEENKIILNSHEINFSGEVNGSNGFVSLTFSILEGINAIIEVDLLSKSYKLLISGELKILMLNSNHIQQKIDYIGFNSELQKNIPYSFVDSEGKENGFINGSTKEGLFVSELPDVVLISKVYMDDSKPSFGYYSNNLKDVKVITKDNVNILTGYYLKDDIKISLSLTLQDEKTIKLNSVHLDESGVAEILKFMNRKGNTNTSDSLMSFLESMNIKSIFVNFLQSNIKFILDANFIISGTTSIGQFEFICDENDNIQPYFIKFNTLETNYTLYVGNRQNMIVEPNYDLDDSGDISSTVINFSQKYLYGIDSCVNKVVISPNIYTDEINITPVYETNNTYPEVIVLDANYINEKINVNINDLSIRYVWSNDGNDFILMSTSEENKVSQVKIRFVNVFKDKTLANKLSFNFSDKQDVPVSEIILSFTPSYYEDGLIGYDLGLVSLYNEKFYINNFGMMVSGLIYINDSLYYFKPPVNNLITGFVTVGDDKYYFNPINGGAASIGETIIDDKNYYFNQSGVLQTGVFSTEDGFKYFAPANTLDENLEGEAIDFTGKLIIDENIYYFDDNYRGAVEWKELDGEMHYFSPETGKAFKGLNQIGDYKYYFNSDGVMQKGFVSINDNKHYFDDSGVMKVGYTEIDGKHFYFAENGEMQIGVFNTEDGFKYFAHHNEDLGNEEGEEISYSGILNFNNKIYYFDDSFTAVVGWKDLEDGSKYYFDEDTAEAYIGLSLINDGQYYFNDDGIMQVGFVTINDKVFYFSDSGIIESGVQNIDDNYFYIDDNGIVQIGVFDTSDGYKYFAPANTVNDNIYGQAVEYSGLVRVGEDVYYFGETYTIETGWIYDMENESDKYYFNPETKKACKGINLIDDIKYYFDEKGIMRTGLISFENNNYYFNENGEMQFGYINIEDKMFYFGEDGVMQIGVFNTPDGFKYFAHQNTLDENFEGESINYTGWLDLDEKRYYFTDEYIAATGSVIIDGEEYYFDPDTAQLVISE
# FadD28 binding: inhibitors of Mycobacterium tuberculosis FadD28 bisubstrate binding; FadD28 bisubstrate probe binding, fluorescence polarization; hit rate 0.22% among 360,000; inhibition, % at 12.5 µM; in the data active = inhibition above about 8.5%, passing the limit was not always enough
# UGM FP inh: inhibitors of M. tuberculosis UDP-galactopyranose mutase. P9WIQ1. purified UGM, fluorescence polarization probe displacement. inhibition, % at 10 µM. hit rate 0.06% among 320,000. AID 504406; in the data active = inhibition above about 10%, passing the limit was not always enough
# Vc quorum ag: induces V. cholerae light production without autoinducers. V. cholerae BH1578 lux reporter, luminescence, 6 h. activation, % at 18.7 µM. hit rate 0.16% among 350,000. AID 588436; in the data active = activation mostly above about 9.7%, no sharp cut-off; also: not every result past the cut was called active; inactives centre near 0; reference of the scale not given here
# Starred values were filed as active, the others as inactive; i = inactive; x = not tested or not shown; & = joins results of further samples.
# Sequence of screens: GDH-TPI inh	Vc quorum ag	FadD28 binding	UGM FP inh	Mtb BioA inh	PfHsp40 rescue	TcdB GH inh	Yp Topo-I inh	Mtb FBA inh
> O=C(CN1CCN(S(=O)(=O)c2ccc(F)cc2)CC1)Nc1ccc(F)cc1F
 : -8	i	-3.4	1.3	0.4	-0.7	0.7	6	4
> COc1ccc(NC(=O)c2cc3ccccc3cc2O)cc1
 : 4	i	-0.3	0.9	-1.0	1.2	0.2	-1	2
> COc1ccc(C2=NS(=O)(=O)N(C)C(C(=O)N(C)Cc3ccccc3)=C2)cc1OC
 : 21	-0.2	-0.6	x	-1.6	0.8	1.6	10	-1
> O=S(=O)(Nc1nc2ccccc2nc1NCCO)c1cccc(Cl)c1
 : 30	i	2.3	0.9	-2.9	0.3	x	-4	6
> COc1ccc(C(=O)CSc2nc(=O)n3ccc(C)cc3n2)cc1
 : 20	0.0	-2.6	x	-2.3	x	1.6	1	0
> O=C(COc1ccccc1)N1CCN(CCN2C(=O)c3cccc4cccc(c34)C2=O)CC1
 : 6	0.5	-1.7	-1.4	x	0.4	0.2	-6	7
> O=C(Nc1ccccc1F)c1cc2c(s1)-c1ccccc1S(=O)(=O)C2
 : 13	i	-4.0	-3.8	x	-1.0	1.6	9	-1
> O=C(NNC1CC(=O)N(c2ccc3c(c2)OCCO3)C1=O)c1ccccc1 (stereo unspecified)
 : 10	-0.4	0.5	0.4	-0.2	0.0	x	1	3
> COc1ccc(N2CCN(CCCNC(=O)C3CCN(S(=O)(=O)N4CCOCC4)CC3)CC2)cc1
 : -5	i	-2.6	1.1	0.1	-1.2	0.7	-9	5
> O=C1N2c3ccccc3CCc3cccc(c32)C1(O)C(F)(F)F (stereo unspecified)
 : 7	-3.6	-3.5	-2.1	2.8	-1.6	1.2	-5	-1
> CCCCC[C@@H]1C=C(C(=O)O)[C@H](c2ccc(CC)cc2)N1S(=O)(=O)c1ccc(C)cc1
 : 4	0.0	0.1	-1.0	3.9	3.8	-0.9	26	3
> Nc1nc(Cl)cc(N2CCC(c3cc(-c4ccc(Cl)cc4Cl)n[nH]3)CC2)n1
 : -9	i	-4.5	1.3	-1.1	0.7	x	5	-2
> Cc1ccc(C(=O)Nc2ccc(N3CCN(C)CC3)cc2)c(Cl)c1
 : 10	-0.4	-0.8	-3.1	-1.7	-0.2	1.0	7	0
> O=C(Cc1ccc(NC(=O)C2CCN(C(=O)C3CC3)CC2)cc1)Nc1ccc(C(=O)N2CCOCC2)cc1
 : 3	i	-2.3	x	0.3	-0.9	0.7	-1	3
> O=C(Nc1ccc2oc(-c3ccccc3)nc2c1)c1ccc2c(c1)OCCO2
 : 14	i	-3.7	1.3	-1.2	-0.9	x	30	10
> CN(C)CCCNC(=O)Cc1ccc(Br)cc1
 : 4	-7.1	-0.1	1.5	x	0.3	x	2	-1
> CC(C)(C)C(=O)N1c2ccccc2CCc2ccccc21
 : 11	2.9	0.9	0.4	-2.2	0.2	-0.7	1	1
> O=C(O)C12CC3CC(C1)CC(n1ncc(NCc4ccccc4)c(Cl)c1=O)(C3)C2
 : 14	-0.1	0.0	-3.2	3.0	-0.7	0.6	-5	2
> O=S(=O)(NCCc1ccccc1)c1ccc(Br)cc1
 : -10	-0.4	-2.5	6.3	0.9	0.6	3.1	6	0
> COc1ccc(S(=O)(=O)N2CC(C)N(C(=O)N(C)C)C2C)cc1 (stereo unspecified)
 : 1	-0.5	-0.5	-2.3	-1.0	-1.4	-10.0	1	0
> O=S1OCCN1c1ccccc1 (stereo unspecified)
 : 2	0.4	-1.9	2.9	-1.9	-0.9	-2.0	3	-2
> Cc1cc(C)n(CCCNC(=O)C2CC(=O)N(Cc3ccccc3)C2)n1 (stereo unspecified)
 : 2	-0.7	-3.1	-2.6	x	0.5	0.2	0	-1
> O=C(c1ccc(C(F)(F)F)cc1)C1CCCN(C(=O)CCN2CCCO2)C1 (stereo unspecified)
 : 8	6.7	-0.9	1.1	-0.7	0.4	1.0	5	-5
> N#CCCn1ccc(NC(=O)c2ccc(Cl)cc2)n1
 : -12	i	-2.0	0.0	-0.8	0.2	x	-1	1
> COc1cc(C=O)ccc1OCc1cn(CC(=O)c2ccc(O)cc2)nn1
 : 19	i	0.2	x	-0.7	-0.6	-0.8	-1	0
> Cc1ccc(NC(=O)C2CCCN2C(=O)Oc2ccccc2)c(C)c1 (stereo unspecified)
 : -3	-1.4	0.2	3.2	0.0	1.7	-0.1	-2	1
> O=C(Oc1cccc(-c2cnc3ccccc3n2)c1)c1ccco1
 : 10	3.8	-6.5	4.1	-0.7	0.7	x	26	-3
> O=C(NCC(=O)N1CCN(c2ccc([N+](=O)[O-])cc2)CC1)c1ccco1
 : -1	-4.3	-5.4	-0.9	-0.4	-0.8	2.2	7	-13
> O=C(O)c1ccc(CSCc2ccco2)cc1
 : -8	x	-2.2	0.7	0.4	-1.1	0.6	0	-1
> COc1ccc2oc(=O)c(C(=O)O)cc2c1
 : 3	-0.1	-2.5	2.1	x	0.2	x	-4	19
> COc1ccccc1NC(=O)c1cc(C)oc1C
 : 2	4.5	-2.2	-1.2	-1.2	-0.3	1.3	8	0
> O=C(NC1CCCCCC1)c1cccc(S(=O)(=O)N2CCOCC2)c1
 : 4	i	-1.9	0.5	x	-2.0	1.2	-9	2
> CC1CCCC(C)N1NC(=O)c1ccc(Cl)c(S(N)(=O)=O)c1 (stereo unspecified)
 : 3	0.2	0.3	x	-0.1&2.0	-1.4&-0.4	0.2	21	1
> COc1cc(C(=O)NC(=S)N(CCc2ccccc2)CCc2ccccc2)cc(OC)c1OC
 : 17	-0.3	-0.2	1.0	-3.0	15	x	6	2
> COc1ccc(C2=NS(=O)(=O)N(C)C(C(=O)Nc3ccc(OC)c(OC)c3)=C2)cc1
 : 25	0.2	-2.2	1.2	1.5	0.3	-0.2	3	-1
> COc1ccc(S(=O)(=O)NC2(C(F)(F)F)N=C(c3ccccc3)NC2=O)cc1 (stereo unspecified)
 : -2	0.9	-5.0	0.4	x	-0.9	0.1	-6	-4
> Cc1ccc(NC(=O)c2ccc(S(=O)(=O)N3CCOCC3)cc2)c(C)c1
 : -1	-0.2	-0.2	-1.4	-0.9	0.7	-1.0	9	-2
> O=C(Nc1ccccc1)c1cc(S(=O)(=O)NCc2ccncc2)ccc1Cl
 : -5	i	-5.4	-0.4	-0.4	-0.4	0.1	-1	0
> O=C(CNC(=S)N(CCCN1CCOCC1)Cc1cccs1)NC1CCCCCCC1
 : 20	-0.3	-3.0	0.6	0.3	0.2	x	25	0
> Cc1nnc(SCC(=O)Nc2cc(C(F)(F)F)ccc2N2CCOCC2)o1
 : 2	-0.4	-3.5	1.3	4.5	-1.2	x	1	2

# Of the compounds above, 2 have bromine:
# Sequence of screens: GDH-TPI inh	Vc quorum ag	FadD28 binding	UGM FP inh	Mtb BioA inh	PfHsp40 rescue	TcdB GH inh	Yp Topo-I inh	Mtb FBA inh
> CN(C)CCCNC(=O)Cc1ccc(Br)cc1
 : 4	-7.1	-0.1	1.5	x	0.3	x	2	-1
> O=S(=O)(NCCc1ccccc1)c1ccc(Br)cc1
 : -10	-0.4	-2.5	6.3	0.9	0.6	3.1	6	0

# Part of the list above, reformatted:
O=S1OCCN1c1ccccc1 (stereo unspecified)
  GDH-TPI inh: 2	Vc quorum ag: 0.4	FadD28 binding: -1.9	UGM FP inh: 2.9	Mtb BioA inh: -1.9	PfHsp40 rescue: -0.9	TcdB GH inh: -2.0	Yp Topo-I inh: 3	Mtb FBA inh: -2
Cc1cc(C)n(CCCNC(=O)C2CC(=O)N(Cc3ccccc3)C2)n1 (stereo unspecified)
  GDH-TPI inh: 2	Vc quorum ag: -0.7	FadD28 binding: -3.1	UGM FP inh: -2.6	Mtb BioA inh: x	PfHsp40 rescue: 0.5	TcdB GH inh: 0.2	Yp Topo-I inh: 0	Mtb FBA inh: -1
O=C(c1ccc(C(F)(F)F)cc1)C1CCCN(C(=O)CCN2CCCO2)C1 (stereo unspecified)
  GDH-TPI inh: 8	Vc quorum ag: 6.7	FadD28 binding: -0.9	UGM FP inh: 1.1	Mtb BioA inh: -0.7	PfHsp40 rescue: 0.4	TcdB GH inh: 1.0	Yp Topo-I inh: 5	Mtb FBA inh: -5
N#CCCn1ccc(NC(=O)c2ccc(Cl)cc2)n1
  GDH-TPI inh: -12	Vc quorum ag: i	FadD28 binding: -2.0	UGM FP inh: 0.0	Mtb BioA inh: -0.8	PfHsp40 rescue: 0.2	TcdB GH inh: x	Yp Topo-I inh: -1	Mtb FBA inh: 1

# Next part:
# Sequence of screens: GDH-TPI inh	Vc quorum ag	FadD28 binding	UGM FP inh	Mtb BioA inh	PfHsp40 rescue	TcdB GH inh	Yp Topo-I inh	Mtb FBA inh
> CC(C)Cc1nc2oc3c(NCc4cccnc4)ncnc3c2c2c1CCC2
 : 4	i	-5.8	1.7	-0.6	0.3	1.4	13	14
> O=C1C(=O)N(CCCN2CCOCC2)C(c2ccc(F)cc2)/C1=C(/O)c1ccccc1 (stereo unspecified)
 : 2	i	-3.2	-0.9	0.0	63*	0.1	0	1
> O=C(CCCN1C(=O)c2cccc3cccc(c23)C1=O)N1CCN(c2ccccn2)CC1
 : 5	-0.4	-4.1	1.8	x	0.7	x	25	-1
> Cc1ccc2cccc(N=Cc3c(C)[nH]n(-c4ccccc4)c3=O)c2n1
 : 13	i	-4.5	3.0	0.1	2.3	x	-7	-4
> O=C(CSc1nc2ccccc2n1CC(=O)N1CCOCC1)N1CCCC1
 : -1	i	-1.6	2.3	1.3	-1.3	x	-7	0
> CC(C)N=C(NC#N)SCc1ccc(F)cc1
 : 4	1.0	-2.3	3.2	-1.0	-0.4	x	2	1
> O=C(c1ccccc1)N1CCN(c2ccccc2F)CC1
 : -10	-0.4	-1.8	-2.6	-1.8	-0.9	x	5	-1
> CC1=C(C(=O)OCc2ccccc2)C(c2ccc3ccccc3c2)NC(=O)N1CCCC(=O)O (stereo unspecified)
 : 6	-3.7	-0.5	-1.0	2.3	0.9	-1.5	4	5
> O=C(c1ccco1)N1CCN(C(=S)Nc2ccc(Br)cc2Cl)CC1
 : 3	i	-3.4	0.2	1.2	1.5	-0.4	8	-1
> O=C(OC1CCCCC1)c1cc2ccccc2oc1=O
 : 18	i	0.6	0.2	1.2	2.5	-0.9	8	9
> CN(C(=O)c1ccncc1)C1CCCN(Cc2ccccc2F)C1 (stereo unspecified)
 : 9	-0.2	-1.6	-2.0	8.4	-1.2	-8.8	-2	-1
> CCCOc1ccc(F)cc1-c1cc(C(=O)Nc2ccc(F)cc2)[nH]n1
 : -10	-0.4	-3.3	x	-1.0	x	1.8	-5	-2
> Cc1ccccc1C(=O)OC1CCN(C)CC1
 : 2	i	-1.4	-0.7	-1.7	2.8	2.5	-14	-2
> Cc1ccc2c(c1)c1c3n2CCCNC3CCC1 (stereo unspecified)
 : 1	i	-0.4	3.2	0.0	0.0	x	-3	8
> Cc1cccc(Oc2ncnc3oc(-c4ccccc4)cc23)c1C
 : 9	-0.7	-0.5	1.8	x	-0.6	x	-3	0
> COC(=O)c1cc2cc(Cl)ccc2nc1SC
 : 6	-0.9	0.7	-0.2	x	1.2	-0.9	5	2
